# Screening results deposited in PubChem by National Center for Advancing Translational Sciences (NCATS).
# CXXC DNA block – qHTS Fluorescence Polarization Assay for Inhibitors of MLL CXXC domain - DNA interaction; MLL-CXXC / FITC-HOXA9 DNA fluorescence polarization; Histone-lysine N-methyltransferase 2A (Homo sapiens), Q03164; Potency, µM (highest dose often 115 µM), for the others: at the top dose activity change, negative = inhibition, most hits filed as inhibitors; 290,000 tested, 0.037% active; AID 2662, 2010; active means well fitted inhibition curve with a large enough effect in the polarisation, with a control signal flat, not every such curve was filed as active; inconclusive means small, poorly fitted or top-dose-only effect, or effect the other way, or a change in a side signal; inactive means no such curve, though single readings can be large or run the other way; the % refers to the polarisation; further: potency means the concentration at half of the fitted maximal effect
#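 Fluorescence polarization: 7 uM MLL-CXXC (stock) preincubated 5 min with compounds, then 50 nM fluorescein-HOX-A9 DNA (stock) added; 30 min ambient. Buffer 50 mM Tris-HCl pH 7.5, 50 mM NaCl, 1 mM DTT, 0.05% BSA.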
# B2AR arrestin – qHTS assay of beta-arrestin-biased ligands of beta2-adrenergic receptor. Beta-2 adrenergic receptor (Homo sapiens), P07550. beta-arrestin recruitment to beta2AR, cell-based reporter. Potency, µM (top dose mostly 46.1 µM), for inactives: at the top dose activation, actives largely listed as activators. 330,000 tested, 0.02% active;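 further: potency means the concentration at half of the fitted maximal effect; 0% = DMSO controls and full agonism = EC100 isoproterenol or metaproterenol; nearly all actives have a fitted effect of over 65% in size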
# Target sequence (P07550 whole entry, looked up): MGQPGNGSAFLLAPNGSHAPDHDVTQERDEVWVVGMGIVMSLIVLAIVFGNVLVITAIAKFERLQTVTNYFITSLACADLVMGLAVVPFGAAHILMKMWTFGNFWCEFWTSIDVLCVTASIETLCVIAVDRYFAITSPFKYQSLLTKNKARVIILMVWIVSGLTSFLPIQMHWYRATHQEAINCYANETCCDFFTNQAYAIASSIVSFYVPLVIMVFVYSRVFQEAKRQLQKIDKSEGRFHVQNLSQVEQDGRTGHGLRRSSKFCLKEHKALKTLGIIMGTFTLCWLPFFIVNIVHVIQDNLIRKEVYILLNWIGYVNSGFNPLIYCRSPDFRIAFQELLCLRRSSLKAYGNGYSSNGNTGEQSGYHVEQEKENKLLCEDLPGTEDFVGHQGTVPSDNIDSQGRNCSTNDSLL
# Menin MLL FP TR – qHTS Assay for Inhibitors Targeting the Menin-MLL Interaction in MLL Related Leukemias: Competition With Texas Red Labeled MLL-derived Mutant Peptide; O00255; Menin + Texas Red MLL mutant peptide, fluorescence polarization; Potency, µM (titrated, usually from 61.6 µM), for the others: top-dose FP activity change, negative = inhibition, usual class: inhibitors; 270,000 tested, 0.23% active; AID 1768, 2009; active means well fitted inhibition curve with a large enough effect in the polarisation, with a control signal flat, not every such curve was filed as active; inconclusive means small, poorly fitted or top-dose-only effect, or effect the other way, or a change in a side signal; inactive means no such curve, though single readings can be large or run the other way; the % refers to the polarisation; further: potency means the concentration at half of the fitted maximal effect; % of control where 0% means no effect; many of its hits are not listed in these tables
# Target sequence (O00255 whole entry, looked up): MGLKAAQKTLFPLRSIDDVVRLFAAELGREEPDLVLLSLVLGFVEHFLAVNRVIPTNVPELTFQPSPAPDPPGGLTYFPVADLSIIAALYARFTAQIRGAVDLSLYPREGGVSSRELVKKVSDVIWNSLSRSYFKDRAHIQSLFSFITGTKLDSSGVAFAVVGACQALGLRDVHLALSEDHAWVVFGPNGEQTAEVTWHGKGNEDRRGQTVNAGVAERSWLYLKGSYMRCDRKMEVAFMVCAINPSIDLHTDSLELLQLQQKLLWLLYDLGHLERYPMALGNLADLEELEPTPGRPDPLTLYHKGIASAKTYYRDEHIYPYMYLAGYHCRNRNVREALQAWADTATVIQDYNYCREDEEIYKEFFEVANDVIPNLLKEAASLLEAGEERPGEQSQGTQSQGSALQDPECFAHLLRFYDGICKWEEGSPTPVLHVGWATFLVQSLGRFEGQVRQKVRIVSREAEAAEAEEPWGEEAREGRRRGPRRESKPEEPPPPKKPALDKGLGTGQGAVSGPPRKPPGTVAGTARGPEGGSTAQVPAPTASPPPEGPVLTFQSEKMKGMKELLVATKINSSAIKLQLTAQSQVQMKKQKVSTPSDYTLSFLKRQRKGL
# Giardia killer – Small Molecules that selectively kill Giardia lamblia: qHTS; Giardia lamblia trophozoite viability; activity change, % at 7.66 µM, hits read low; 340,000 tested, 0.15% active; in the data active means activity change below about -80%; inconclusive means between about -30% and that limit;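 further: parasites exposed to compound for two days anaerobically before the ATP read; on the % scale 0 is the no-effect control and ±100 the full control effect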
#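 Trophozoite viability was measured as ATP-dependent luminescence, read 15-30 min after reagent addition. Before that, parasites at 100 cells/well were exposed to compounds for 48 h, anaerobically, at 37 deg C.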
# hERG WT inh – qHTS for Inhibitors of KCHN2 3.1: Wildtype qHTS; U2OS, BacMam KCNH2, thallium flux FluxOr; hits give low values; Voltage-gated inwardly rectifying potassium channel KCNH2 (Homo sapiens), Q12809; activity change, % at 1.84 µM; 340,000 tested, 0.37% active; AID 720551, 2013;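 active means maximum activity change below -70%; inconclusive means maximum activity change between -70% and -50%; inactive means maximum activity change above -50%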; further: on the % scale 0 is the no-effect control and ±100 the full control effect
#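 U2OS cells were transduced with wild-type KCNH2 virus (2.03 x 10^8 / mL) for 4 h at room temperature, then cultured overnight at 37 C. Thallium flux was read with FluxOr dye. Rate constants were normalized to DMSO controls.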
# TRPV1 agonist – HTS Assay for Compounds that Act as Agonists of the Vanilloid Receptor 1 | Transient receptor potential cation channel subfamily V member 1 (Homo sapiens), Q8NER1 | AID 540275, 2011 | TRPV1-expressing cells, Fluo-8 calcium influx, agonist mode | activation, % at 8.33 µM | 320,000 tested, 0.19% active; in the data active means activation above about 80%; inconclusive means between about 30% and that limit; further: 0% is about no effect
#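 Cells expressing TRPV1 were dye-loaded with Fluo-8 and read kinetically: 10 s baseline, 3 min after compound (agonist portion), then 2 min after EC20 capsaicin (allosteric enhancer portion). Calcium-bound dye fluorescence at 480/520 nm.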
# KCNH2 3.1 block – qHTS for Inhibitors of KCHN2 3.1: Mutant qHTS | U2OS KCNH2 3.1, thallium flux FluxOr; hits give low values | 340,000 tested, 0.95% active | activity change, % (tested at about 1.8 µM);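 active means maximum activity change below -70%; inconclusive means maximum activity change from -70% to -50%; inactive means maximum activity change above -50%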;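 further: thallium influx rate constant from kinetic fluorescence after stimulation buffer; on the % scale 0 is the no-effect control and ±100 the full control effect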
#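 Measured as rate of thallium-driven FluxOr signal in transduced U2OS cells carrying the 3.1 channel, read kinetically for 2 min upon stimulation; values are rate constants scaled to DMSO control wells.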
# PKM2 act – qHTS Assay for Activators of Human Muscle isoform 2 Pyruvate Kinase; 260,000 tested, 0.34% active; Potency, µM (top dose mostly 57.5 µM), inactives show at the highest dose activation, hits mostly activators; AID 1631, 2009; purified PKM2, Kinase-Glo ATP luminescence, activation; response scale: 0% is enzyme alone, no compound; Pyruvate kinase PKM (Homo sapiens), P14618; further: potency means the concentration at half of the fitted maximal effect; on the % scale 0 is the no-effect control and ±100 the full control effect; nearly all actives have a fitted effect of over 55% in size
#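 Kinase-Glo luminescence reports ATP generated from ADP (0.1 mM) and PEP (0.5 mM) by purified hPK-M2 after 1 h at room temperature, pH 7.2 imidazole buffer; intermediate enzyme activity allows detecting inhibitors and activators.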
# GALK inh – qHTS Assay for Inhibitors of Human Galactokinase (GALK) | P51570 | Potency, µM (highest dose often 57.5 µM), for the others: at the top dose activity change, negative = inhibition, hits mostly inhibitors | Purified GALK, Kinase-Glo residual ATP luminescence | 270,000 tested, 0.007% active; further: potency means the concentration at half of the fitted maximal effect; on the % scale 0 is the no-effect control and ±100 the full control effect
#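 ATP-depletion format; final 35 uM ATP, 100 uM D-galactose, 5 nM enzyme; pH 8.0 HEPES/Mg2+ buffer; 60 min RT; luminescence read 10 min after detection reagent.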
# Coupling enz – qHTS Assay for Inhibitors of Fructose-1,6-bisphosphate Aldolase from Giardia Lamblia: Coupling assay counterscreen | coupling enzyme system counterscreen, AmpLite Red fluorescence | activity change, negative = inhibition, % at 58.2 µM, hits read low | 290,000 tested, 0.67% active; in the data active means activity change below about -30%; further: on the % scale 0 is the no-effect control and ±100 the full control effect
#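 First, compound is pin-transferred into glyceraldehyde-3-phosphate coupling-enzyme reagent at 57.5 uM final and held 10 min at RT. Next, substrate, coupling system and AmpLite Red are added. After 20 min RT, fluorescence (525/598 nm) is read.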
# USP2a inh – qHTS Assay for Inhibitors of Ubiquitin-specific Protease USP2a Using CHOP2 as the Reporter; Potency, µM (doses to about 38.3 µM), inactives show at the top dose activity change, negative = inhibition, most hits filed as inhibitors; USP2 core, Ub-CHOP2 coupled fluorogenic reporter, 485/531; 330,000 tested, 0.01% active; Ubiquitin carboxyl-terminal hydrolase 2 (Homo sapiens), O75604;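 further: potency means the concentration at half of the fitted maximal effect; plate controls were DMSO wells for no effect and full inhibition by NEM control for full effect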
#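 Deubiquitinase activity read as fluorescence (485/531 nm) after Ub-CHOP2 cleavage activates the enterokinase reporter on its substrate; USP2 core 10nM, Ub-CHOP2 and substrate 25nM each, 30min compound preincubation then 60min RT; data normalized to NEM, curves fitted.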
# Active calls of the source: *; i = inactive; ? = inconclusive; . = no result given; [ ] = dose if it differs, or a comment. Unless noted, the call rests on the fitted dose curve; in most records, active means well fitted curve in the direction sought with a large enough effect; inconclusive means small, poorly fitted or top-dose-only effect, or another doubt; inactive means no such curve, though single readings can be large; an effect the other way counts as inactive or inconclusive. Some of the compounds tested; rates above refer to the full screens.
SMILES,CXXC DNA block,B2AR arrestin,Menin MLL FP TR,Giardia killer,hERG WT inh,TRPV1 agonist,KCNH2 3.1 block,PKM2 act,GALK inh,Coupling enz,USP2a inh
COCCCNC(=S)N1CCC(NC(=O)c2ccco2)CC1,-1%,0.3%,10%,4,2,2,5,1%,-3%,0,1%
CNC(=O)c1c(NC(=O)c2ccco2)sc2c1CCCC2,-11%,0.1%,.,-1,-1,5,6,-6%,8%,.,1%
c1ccc(-c2nnc(-c3ccncc3)o2)cc1,8%,0.0%,11%,4,3,-2,-10,-11%,1%,5,-8%
CCCCc1nc2ccccc2c(C(=O)O)c1C,-3%,-0.1%,2%[11.7 µM],-4,4,.,0,-1%,1%,-12,-1%
CC(C)(C)NC(=O)c1ccc2c(c1)N(CC(=O)N1CCN(c3ccc(F)cc3)CC1)C(=O)C(C)(C)O2,-1%,-1.0%,3%,4,-2,2,-4,1%,1%,0,1%
Cn1cc(CN2CCC(n3nccc3NC(=O)CCOc3ccccc3)CC2)cn1,0%,-0.9%,20%,31[activator],17,-4,-1,-1%,5%,2,2%
COc1ccc(NC(=O)c2nc3ccccc3s2)cc1,6%,-0.1%,?,5,i,?,0,-40%,.,-16,-1%
COc1ccc(C(=O)NN2C(=O)C3C(c4ccccc4)C=CC(c4ccccc4)C3C2=O)cc1 (stereo unspecified),20%,3.8%,-23%,4,4,30,6,8%,-1%,1,4%
CCC(C)NC(=O)c1cnn2c(C)c3c(nc12)CCCC3 (stereo unspecified),1%,0.3%,-22%,9,4,23,16,-5%,2%,.,1%
CC1CN(C(=S)Nc2cccc([N+](=O)[O-])c2)CC(C)O1 (stereo unspecified),2%,-0.2%,.,14,9,-1,-17,0%,-5%,.,-10%
O=C(Nc1ccc(OCC(=O)N2CCOCC2)cc1)Nc1cccc(Cl)c1,-6%,0.3%,?,-8,14,0,-82*,-1%,1%,-1,0%
Cc1cc(C)c2nc(C)cc(Nc3ccc(C(=O)N4CCOCC4)cc3)c2c1,0%,-1.0%,.,19,8,?,-4,2%,-2%,-1,3%
Cc1ccc2nc(NC(=O)c3cccs3)sc2c1,-2%,0.3%,?,?,0,?,2,-20%,4%,-1,-3%
N#C/C(=C/c1ccc(N2CCOCC2)o1)c1nc2ccccc2[nH]1,?,-0.3%,-6%,-1,-19,29,-25,1%,0%,-25,?
O=C(/C=C/c1ccccc1)NCc1cccnc1,-2%,-0.2%,-14%,-11,-6,5,18,3%,1%,-1,-2%
CCOC(=O)c1cc(-c2cc3ccccc3o2)n[nH]1,2%,0.2%,13%,-23,-7,20,-8,-5%,-3%,-1,-1%
CC1(c2ccccc2)NC(=O)N(CC(=O)Nc2nnc(C3CC3)s2)C1=O (stereo unspecified),?,-0.8%,-4%,27,0,0,8,4%,5%,1,-1%
Cc1cccc(CN2CCC(n3nccc3NC(=O)CCCc3ccccc3)CC2)n1,14%,-0.9%,2%,-2,22,11,-16,-5%,1%,0,1%
CCN(c1ccccc1)S(=O)(=O)c1ccc(C(=O)N2CC(C)CC(C)C2)cc1 (stereo unspecified),.,0.3%,.,3,-5,?,17,.,.,.,-1%
CCCCNC(=O)c1onc(CSc2ccc(F)c(F)c2)c1C(=O)O,-12%,0.2%,?,30[activator],-8,-2,1,-1%,1%,12,-1%
CCCc1cc(C(=O)NCc2cccnc2)no1,-3%,0.3%,2%[11.7 µM],-9,3,.,7,-4%,4%,-1,1%
O=S(=O)(Nc1nc2ccccc2nc1N1CCN(c2ccccc2F)CC1)c1ccc(Cl)cc1,-5%,-0.6%,?,-7,-1,28,-10,0%,3%,25,2%
O=C(NN1C(=O)C2CCCCC2C1=O)c1ccco1 (stereo unspecified),-6%,0.3%,.,-5,-3,-1,33,-4%,6%,1,1%
O=C(OCc1cc2ccccc2[nH]c1=O)c1cccs1,-6%,-0.5%,-9%,-2,0,2,-5,-5%,2%,0,0%
Cc1nc2ccc(S(=O)(=O)NCC(=O)NC(C)c3ccccc3)cc2s1 (stereo unspecified),0%,-0.2%,2%,-16,-14,2,3,4%,-3%,2,0%
# Continuation.
SMILES,CXXC DNA block,B2AR arrestin,Menin MLL FP TR,Giardia killer,hERG WT inh,TRPV1 agonist,KCNH2 3.1 block,PKM2 act,GALK inh,Coupling enz,USP2a inh
CC(=O)c1cccc(NC(=O)N2CCCC2C(=O)Nc2cccc(C)c2)c1 (stereo unspecified),6%,-1.6%,3%,-5,26,0,-8,-3%,7%,1,2%
CCCc1nn2c(=O)cc(CSCC(=O)Nc3ccccc3OC)nc2s1,-3%,0.0%,12%,12,-8,0,-4,-4%[0.46 µM],8%,-3,1%
N=C1/C(=C\c2coc3ccccc3c2=O)C(=O)N=C2SC(c3ccncc3)=NN12,?,-0.3%,.,10,-3,91*,-19,22%,?,6,21%
O=C(O)COc1ccccc1/C=N/NC(=O)CSc1nnc(-c2ccc(Cl)cc2)n1C1CCCCC1,-2%,-0.5%,.,-3,-4,3,10,6%,1%,10,-1%
CC1CCCC(C)N1C(=O)COC(=O)c1ccc(O)cc1 (stereo unspecified),25%,-0.5%,-9%,10,10,0,3,-17%,-1%,-1,3%
CCc1cc(=O)oc2c(C)c(OCC(=O)NCCCN3CCOCC3)ccc12,6%,2.3%,.,49[activator],9,-3,10,.,-9%,.,0%
Cc1ccnc(NC(=O)C2CCN(S(=O)(=O)c3ccc4ccccc4c3)CC2)c1,.,0.2%,.,6,-9,2,7,.,.,.,-2%
CC(=O)O[C@H]1CSC[C@H]1NC(=O)c1ccccc1,-8%,0.5%,.,7,11,-15,0,8%,0%,0,2%
O=c1c2cc(N3CCOCC3)ccc2[nH]c(=S)n1CC1CCCO1 (stereo unspecified),3%,-0.2%,-11%,5,0,-10,-7,-2%,-2%,-11,1%
S=C(Nc1ccc(Cl)cc1Cl)Nc1ccccc1Oc1ccccc1,-4%,-0.2%,10%,6,-4,-1,-2,-7%,3%,-1,-5%
CCC12CN3CCN(CC(C3)/C1=N\NC(=O)c1ccc(F)cc1)C2,-4%,-0.2%,-11%,14,-2,4,-9,0%,-1%,-2,3%
Cc1c(C(=O)N2CCCCC2)nnn1-c1nonc1N,-2%,0.1%,.,17,-1,8,2,-1%,0%,-2,-1%
COc1cc2c(ccc3cc(OC)c(OC)c(O)c32)cc1O,4%,-0.1%,.,-5,-6,-1,6,?,0%,1,-30%
CC(=O)Nc1nc2ccccc2n1Cc1ccccc1C,-4%,-0.3%,4%,5,-13,3,3,-5%,0%,-2,-1%
O=C(CN1C(=O)c2ccccc2C1=O)OCC(=O)c1ccc(F)cc1,.,-0.3%,.,-5,9,-2,-5,.,.,.,3%
S=C(NCc1ccco1)N1CCN(c2ccc(Cl)cc2)CC1,-1%,0.1%,?,-14,i,30,0,0%,0%,3,0%
Cc1ccccc1NC(=O)Cc1nc(COC(=O)c2cc(Cl)ccc2O)cs1,-11%,-0.3%,.,-8,20,7,-6,0%,-4%,.,3%
O=C(COc1coc(CN2CCN(c3ccccc3F)CC2)cc1=O)N1CCc2ccccc21,.,-0.1%,.,-7,-9,-2,-6,.,.,.,1%
CC(Sc1ncccn1)C(=O)NC1CCCC1 (stereo unspecified),.,0.2%,.,-5,-9,-1,3,.,.,.,5%
O=C(Nc1cccnc1)C12CC3CC(CC(C3)C1)C2,-7%,0.0%,1%,15,-2,15,-3,2%,-2%,0,3%
NNC(=O)COc1ccccc1F,6%,-1.0%,2%,6,4,2,-9,-4%,1%,2,0%
O=C(O)c1cccnc1SC1CC(=O)N(c2ccc(OC(F)F)cc2)C1=O (stereo unspecified),-8%,-0.8%,.,-18,-3,1,14,2%,1%,5,2%
